Tb MetRS inh – Trypanosoma brucei MetRS inhibition | AID 624268 | actives 0.4% (n = 360,000) | inhibition, % at 11.9 µM | purified T. brucei MetRS, ATP depletion, Kinase-Glo luminescence;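 active = inhibition above a per-plate cutoff of the control wells' mean inhibition plus 3 SD, cut at about 5.5% in these data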;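 also: 0% = DMSO wells median and 100% = median of wells with control inhibitor compound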
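technique = Kinase-Glo luminescence, ATP depletion format | system = purified MetRS (methionyl-tRNA synthetase) enzyme from Trypanosoma brucei | timing = 15 min preincubation, 2 h reaction, all 25 °C | evaluation = percent inhibition versus plate control medians | dosing = single dose, 11.9 µM final nominal, 0.9% final DMSO | also added = substrates ATP, L-methionine and bulk Escherichia coli tRNA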
eLon inh – inhibits E. coli Lon protease | P0A9M0 | purified E. coli Lon protease, fluorescence polarization | inhibition, % at 7.94 µM | actives 0.42% (n = 360,000) | AID 602123; in the data active = inhibition above about 13%, passing the limit was not always enough;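 also: 0% = enzyme with probe and DMSO and 100% = no enzyme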
MT1-MMP act inh – inhibitors of human MT1-MMP activation; AID 651647; actives 0.061% (n = 360,000); GFP/RFP ratio change, % at 20 µM; HT1080 RFP-PRO-GFP cells, GFP/RFP ratio fluorescence, overnight; percent of plate control window, DMSO zero;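 active = GFP/RFP ratio change of at least 30% with cell ATP level not reduced by more than half and red fluorescence within 50% of control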; also: strong numbers were not always called active
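Assay system – RFP-PRO-GFP reporter HT1080 cells · Compound dosing – single dose of 20 µM compound, 1% DMSO final · Incubation – overnight compound exposure at 37 °C · Measure – GFP/RFP fluorescence ratio · Benchmarks – DMSO wells and RFP-L50D-GFP cells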
MsrA inh – bovine MsrA inhibition; purified bovine MsrA, absorbance read-out; inhibition, % at 15.5 µM; actives 0.75% (n = 360,000); AID 651718; in the data active = inhibition above about 4.5%;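 also: 0% = vehicle wells with enzyme and 100% = reference inhibitor wells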
CendR NRP1 mod – modulators of CendR peptide binding to human neuropilin-1; O14786; FAM-RPARPAR peptide binding to NRP-1, fluorescence polarization; inhibition, % at 25 µM; actives 0.85% (n = 360,000); AID 602438;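 active = inhibition or corrected inhibition above about 18%, plus a signal ratio from 0.5 to 1.5, limit read from the data, passing the limit was not always enough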; also: strong numbers were not always called active
bovine MsrA act – activators of bovine methionine sulfoxide reductase A. purified bovine MsrA, absorbance read-out. activation, % at 10.6 µM. actives 0.3% (n = 360,000). AID 602163; in the data active = activation above about 7.5%;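 also: 0% = vehicle and 100% = reference activator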
MLLE-PAM2 inh – blocks PAM2 peptide binding to the PABP1 MLLE domain. GST-MLLE / FITC-PAM2 fluorescence polarization. P11940. actives 0.36% (n = 360,000). inhibition, % at 20 µM. AID 588489; in the data active = inhibition above about 35%, passing the limit was not always enough;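 also: plate controls were DMSO wells with GST-MLLE for no effect and wells lacking GST-MLLE protein for full effect; some results filed as inactive read as strong as hits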
Target sequence (P11940 whole entry, looked up, the tested form may be a part): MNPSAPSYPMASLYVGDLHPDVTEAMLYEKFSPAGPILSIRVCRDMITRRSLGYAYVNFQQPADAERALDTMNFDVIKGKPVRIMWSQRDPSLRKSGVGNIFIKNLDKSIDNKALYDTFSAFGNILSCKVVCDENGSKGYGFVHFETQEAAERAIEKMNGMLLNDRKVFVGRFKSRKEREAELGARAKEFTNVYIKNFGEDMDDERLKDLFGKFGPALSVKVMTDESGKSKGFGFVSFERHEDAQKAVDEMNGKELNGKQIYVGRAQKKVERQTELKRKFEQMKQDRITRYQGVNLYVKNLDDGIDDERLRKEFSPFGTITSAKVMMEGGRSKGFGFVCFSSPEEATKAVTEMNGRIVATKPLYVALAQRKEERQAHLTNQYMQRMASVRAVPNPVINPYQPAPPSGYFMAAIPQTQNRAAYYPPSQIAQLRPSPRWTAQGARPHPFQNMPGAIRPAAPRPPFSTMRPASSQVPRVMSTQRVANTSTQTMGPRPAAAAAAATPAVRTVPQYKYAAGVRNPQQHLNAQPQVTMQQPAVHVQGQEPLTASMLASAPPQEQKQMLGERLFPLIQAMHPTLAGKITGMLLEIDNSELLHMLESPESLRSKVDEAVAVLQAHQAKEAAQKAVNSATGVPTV
SKN-1 block – inhibitors of C. elegans SKN-1; C. elegans VP596 Pgst-4::GFP/RFP ratio, acrylamide-induced, 24 h; inhibition, % at 21.8 µM; actives 0.49% (n = 360,000); AID 624304;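 active = interference check ratio from 0.5 to 1.5 plus GFP to RFP signal ratio inhibition reaching or exceeding a fixed threshold, cut at about 30% in these data, passing the limit was not always enough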; also: some compounds called inactive have numbers as strong as hits
FAS TE block – FAS thioesterase (human) inhibition. P49327. recombinant FAS-TE, OMFH fluorogenic substrate, fluorescence endpoint. inhibition, % at 15 µM. actives 0.67% (n = 360,000);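 active = compounds whose normalised, plate-corrected inhibition of enzyme fluorescence in the single-dose primary screen is 50% or more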;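 also: 0% = DMSO with enzyme and 100% = substrate without enzyme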
The depositor's hits bear a star; . = not tested or not shown.

SMILES	Tb MetRS inh	eLon inh	MT1-MMP act inh	MsrA inh	CendR NRP1 mod	bovine MsrA act	MLLE-PAM2 inh	SKN-1 block	FAS TE block
O=C(CN1CCN(Cc2ccccc2)CC1)N/N=C/c1cccnc1	-0.4	6.0	-2.3	0.5	-3.6	-2.6	9.7	-10.0	-8.5
O=C(NCCN1C(=O)S/C(=C\c2ccc(OC(F)F)cc2)C1=O)[C@@H]1CCCN1C(=O)c1cccs1	-0.3	1.9	-3.2	1.9	-21.8	-3.9	19.7	-2.3	20.5
CC1CCN(CCCN2C(=O)C3C(C(=O)Nc4ccc(Cl)cc4)C4C=CC3(O4)C2C(=O)NC2CCCCC2)CC1 (stereo not given)	-0.1	-9.8	-2.1	-2.2	15.6	-3.3	-2.5	0.8	1.9
COc1cc(OC)cc(C(=O)OCC(=O)NCc2ccc3c(c2)OCO3)c1	-0.6	-8.1	1.2	0.0	-3.6	-6.2	1.3	0.1	-4.2
O=C(O)C1Cc2ccccc2CN1C(=O)COc1ccc(Br)cc1 (stereo not given)	-0.1	5.2	-1.3	-0.9	-2.2	-3.6	2.9	-5.3	-2.8
CCOC(=O)C1(CC2CC2)CCN(Cc2cc(Cl)c(O)c(OC)c2)CC1	-0.9	2.4	5.3	-1.9	2.7	-4.9	1.8	-1.7	0.8
C=CCOc1cccc(C2c3c(oc4ccc(F)cc4c3=O)C(=O)N2CCCN2CCOCC2)c1 (stereo not given)	0.3	0.1	1.2	0.7	-21.1	1.7	-11.6	9.0	2.1
Cc1ccc(/C=C/C(=O)OCC(=O)N(C)c2c(N)n(Cc3ccccc3)c(=O)[nH]c2=O)o1	-0.2	-5.7	4.9	3.3	-12.9	-6.3	-7.2	11.2	-8.1
CC[C@]12c3[nH]c4cc(-c5ccco5)ccc4c3CCN1C(=O)[C@@H](CC(=O)NCCN1CCOCC1)C[C@@H]2C(=O)N1CCN(C(=O)C2CC2)CC1	-0.1	-6.4	-1.5	1.2	-9.5	-2.7	5.7	0.9	-2.6
CCOC(=O)CC[C@H](NC(=O)Cn1cnc(C(=O)Nc2ccc(C)c(C)c2)n1)C(=O)OCC	-1.6	7.7	1.1	1.0	-0.7	4.2	-10.7	11.9	-6.4
CCCCC(=O)Nc1ccc(N2CCN(S(C)(=O)=O)CC2)cc1	-1.7	6.5	.	-0.4	3.8	-12.0	7.4	-9.8	-14.3
O=C(CSc1nc(-c2ccccc2)cs1)N1CCN(C(=O)c2ccco2)CC1	-1.4	-6.8	0.6	-0.8	-3.2	-4.7	-23.2	-14.2	-7.1
Cc1ccc(C(=O)Nc2ccc3nccnc3c2)cc1	-1.0	-0.2	-2.7	0.4	-11.4	-4.3	4.4	11.3	2.3
COc1ccc(C(=O)/C=C/c2cn(CC(O)CN3CCN(C)CC3)c3ccccc23)cc1OC (stereo not given)	-0.3	-141.0	-44.1	0.3	-108.8	-0.2	-84.5	-8.2	-4.7
O=C(O)COc1ccccc1/C=N/NC(=O)CSc1nnc(-c2ccc(Cl)cc2)n1C1CCCCC1	-0.1	4.7	0.1	0.6	-15.3	2.8	-8.6	-12.0	-1.0
COc1ccccc1N1CCN(C2CCN(C(=O)c3cc(OC)c(OC)c(OC)c3)CC2)CC1	0.1	4.7	1.2	-1.3	5.3	-1.7	-0.6	-7.4	-8.6
O=C(CSCc1cnn(-c2ccccc2)c1-n1cccc1)NCC1CCCO1 (stereo not given)	-0.1	-5.0	2.6	1.1	13.4	2.9	-12.2	0.6	-3.8
COc1cc(CNCCO)cc(Br)c1OCc1ccccc1	-0.1	1.2	2.3	-0.8	0.7	-2.8	-3.0	3.3	-5.5
COc1cccc(OC)c1OCCN1CCCC1	0.5	0.9	-0.4	1.2	4.9	-2.1	-2.5	11.5	-8.6
Cc1ccc(C(C)C)c(OCC(=O)NNC(=O)CC2OC(=O)c3ccccc32)c1 (stereo not given)	-0.3	-1.4	2.5	-0.1	12.8	0.2	1.3	25.6	-4.7
C[C@H](CO)N1C[C@H](C)[C@@H](CN(C)S(=O)(=O)c2cccs2)Oc2ccc(NC(=O)NC3CCCCC3)cc2C1=O	0.1	1.4	-5.5	0.5	-4.4	-1.9	-2.2	20.5	4.9
Cc1ccc(S(=O)(=O)/C(C#N)=C/c2c(N3CC(C)OC(C)C3)nc3ccccn3c2=O)cc1 (stereo not given)	-0.6	-2.4	1.9	0.1	-1.3	-10.2	0.6	-1.0	34.5
Cc1ccc(OCC(=O)N2CCc3ccccc3C2)cc1C	0.5	-4.1	-2.2	0.5	-0.6	-4.5	-1.8	-2.1	-3.5
CC(OC(=O)c1ccccn1)C(=O)Nc1ccc(C(F)(F)F)cc1 (stereo not given)	-0.3	-5.5	0.8	-0.5	7.3	-3.0	0.8	2.8	-2.3
CS(=O)(=O)Nc1nc2n(n1)C(c1ccc(F)cc1)CC(c1ccccc1)N2 (stereo not given)	-0.7	-8.0	-1.1	-0.3	2.9	-5.6	3.3	-3.1	-4.4
C=CCOc1c(Br)cc(/C=N\n2nnnc2N)cc1OC	-0.4	-9.3	5.1	1.2	-2.9	-3.3	-10.4	11.3	-6.6
O/N=C/c1ccc(OCC(O)COc2ccc(/C=N/O)cc2)cc1	0.0	-6.0	-2.5	0.1	7.4	-3.5	0.2	21.9	-9.0
COc1cc(OC)cc(-c2nc3cc(C)ccc3o2)c1	-0.2	-1.2	-1.4	-0.1	5.3	-2.8	-9.2	5.9	26.1
C=CCNC(=S)NNC(=O)c1ccc2c(c1)OCO2	0.5	-3.7	1.4	1.2	-1.0	-1.1	-17.9	5.5	-5.4
O=C(O)CC(NC(=O)c1cccc([N+](=O)[O-])c1)c1ccc2c(c1)OCO2 (stereo not given)	-0.8	-4.0	-2.0	1.6	-1.8	-1.6	-2.2	1.0	32.2
O=C1c2ccc([N+](=O)[O-])cc2C(=O)N1c1ccc([N+](=O)[O-])cn1	-0.1	8.8	2.4	3.3	-6.5	-12.9	0.3	-5.5	3.8
CC1CCC(NC(=O)CCNC(=O)c2ccc(Br)cc2)CC1 (stereo not given)	-0.6	-6.3	1.0	0.8	6.6	-10.0	7.6	-19.1	11.6
Cc1ccc(C)c(N2CC(C(=O)Nc3nccs3)CC2=O)c1 (stereo not given)	0.0	6.2	1.2	1.6	11.9	-2.2	6.9	1.4	-8.8
COc1ccc(NC2=C3CC(C)CC=C3N(c3ccc(OC)cc3)C2=O)cc1 (stereo not given)	-0.1	2.0	3.5	1.1	-2.6	-3.3	-0.3	-3.5	15.1
CC1Cc2ccccc2N1CC(=O)Nc1ccc(Cl)c(S(=O)(=O)N(C)C)c1 (stereo not given)	-0.1	3.4	1.4	-1.2	-2.5	-2.3	3.8	4.7	-1.0
O=C(O)C(Cc1c[nH]c2ccccc12)NS(=O)(=O)c1ccc(Cl)cc1 (stereo not given)	-0.4	4.9	-2.7	2.8	4.3	-5.3	-0.7	-16.7	-10.0

Reprinted at random: two compounds from above.
SMILES	Tb MetRS inh	eLon inh	MT1-MMP act inh	MsrA inh	CendR NRP1 mod	bovine MsrA act	MLLE-PAM2 inh	SKN-1 block	FAS TE block
C=CCNC(=S)NNC(=O)c1ccc2c(c1)OCO2	0.5	-3.7	1.4	1.2	-1.0	-1.1	-17.9	5.5	-5.4
COc1ccc(NC2=C3CC(C)CC=C3N(c3ccc(OC)cc3)C2=O)cc1 (stereo not given)	-0.1	2.0	3.5	1.1	-2.6	-3.3	-0.3	-3.5	15.1

Next part.
SMILES	Tb MetRS inh	eLon inh	MT1-MMP act inh	MsrA inh	CendR NRP1 mod	bovine MsrA act	MLLE-PAM2 inh	SKN-1 block	FAS TE block
CC1CCCC(C)N1/N=C/C=C/c1ccccc1[N+](=O)[O-] (stereo not given)	0.0	8.8	0.1	0.8	3.1	-1.0	2.4	0.5	6.0
O=C1CCCN1CCCNC(=S)Nc1ccccc1Cl	-0.3	-11.5	-0.1	-0.8	15.0	-4.2	27.7	0.2	-1.0
CCCN(CCC)S(=O)(=O)c1ccc(NS(=O)(=O)c2ccc(F)cc2)cc1	-1.9	-15.4	8.8	-0.2	6.9	-12.2	-16.7	-5.0	-1.1
Cc1onc(-c2c(F)cccc2Cl)c1C(=O)Nc1cc2cc([N+](=O)[O-])ccc2oc1=O	0.1	-7.4	4.0	1.6	7.2	-4.0	10.7	-3.5	45.7
OC1CN=C2CCCc3c2n(c2ccc(Cl)cc32)C1 (stereo not given)	0.3	-14.7	-35.8	1.3	-18.1	-4.1	-21.0	-1.8	-13.8
CC(NC(=O)COC(=O)CN1C(=O)C2CCCCC2C1=O)c1ccccc1 (stereo not given)	0.4	-5.8	0.9	-0.6	13.9	-3.0	-10.5	13.1	-6.8
CNc1ccc(/C=C/C(=O)c2ccc3c(c2)OCCO3)cc1[N+](=O)[O-]	0.0	-1.8	2.3	0.0	0.8	-3.8	2.8	10.0	2.0
COc1ccc(C2CC(C)(c3ccc(OC)cc3)Nc3ccccc3N2)cc1 (stereo not given)	-0.5	-0.5	-0.4	0.2	8.5	-2.3	-3.3	0.3	32.6
Cc1nc2c(sc3nc4c(cc32)COC(C)(C)C4)c(=O)n1Cc1ccccc1	-1.2	-9.4	3.4	-1.4	4.2	-8.1	-1.0	-11.9	-8.4

By substructure: the entries above containing fluorine (six)
SMILES	Tb MetRS inh	eLon inh	MT1-MMP act inh	MsrA inh	CendR NRP1 mod	bovine MsrA act	MLLE-PAM2 inh	SKN-1 block	FAS TE block
O=C(NCCN1C(=O)S/C(=C\c2ccc(OC(F)F)cc2)C1=O)[C@@H]1CCCN1C(=O)c1cccs1	-0.3	1.9	-3.2	1.9	-21.8	-3.9	19.7	-2.3	20.5
C=CCOc1cccc(C2c3c(oc4ccc(F)cc4c3=O)C(=O)N2CCCN2CCOCC2)c1 (stereo not given)	0.3	0.1	1.2	0.7	-21.1	1.7	-11.6	9.0	2.1
CC(OC(=O)c1ccccn1)C(=O)Nc1ccc(C(F)(F)F)cc1 (stereo not given)	-0.3	-5.5	0.8	-0.5	7.3	-3.0	0.8	2.8	-2.3
CS(=O)(=O)Nc1nc2n(n1)C(c1ccc(F)cc1)CC(c1ccccc1)N2 (stereo not given)	-0.7	-8.0	-1.1	-0.3	2.9	-5.6	3.3	-3.1	-4.4
CCCN(CCC)S(=O)(=O)c1ccc(NS(=O)(=O)c2ccc(F)cc2)cc1	-1.9	-15.4	8.8	-0.2	6.9	-12.2	-16.7	-5.0	-1.1
Cc1onc(-c2c(F)cccc2Cl)c1C(=O)Nc1cc2cc([N+](=O)[O-])ccc2oc1=O	0.1	-7.4	4.0	1.6	7.2	-4.0	10.7	-3.5	45.7

Assay outcomes (PubChem)
